From PubChem
Glyco luc inh – increase of ERlucT glycosylation luciferase signal, primary screen, N-linked glycosylation inhibitor project, D54 ERlucT cells, luminescence, set 2; D54 ERlucT glycosylation luciferase reporter, 24 h; percent of 100 nM tunicamycin response; reporter increase, % at 12.5 µM; actives 0.23% (n = 360,000); AID 588692, 2011;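 active means mean luciferase reporter signal, scaled so untreated is 0 and the glycosylation-blocking control 100, at or above a set limit in every replicate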;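 further: luciferase carries N-glycosylation sites so blocking glycosylation raises the light; 0% = median of neutral control wells and 100% = median of 100 nM tunicamycin wells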
ABHD5 PLIN5 PPI – ABHD5-PLIN5 interaction inhibitors, primary screen, cell lysate, split luciferase complementation, luminescence | actives 0.78% (n = 360,000) | Split G. princeps luciferase complementation, 4 h | inhibition, % at 4 µM | Perilipin-5 (Homo sapiens) + 1-acylglycerol-3-phosphate O-acyltransferase ABHD5 (Homo …;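 active means inhibition above the mean inhibition across every tested compound plus 3 SD, cut at about 22% in these data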;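 further: 0% = DMSO only wells and the 100% control is not disclosed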
H9c2 protect – cardioprotection against H2O2-induced cell death, primary screen, uHTS, H9c2 cells, ATPLite luminescence. H9c2 cardiomyocytes, H2O2 injury protection, 2 h. AID 588492, 2011. protection from H2O2 cell death, % at 20 µM. actives 0.63% (n = 360,000);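 active means compounds giving at least 50% protection of heart cells from peroxide-induced death in the single-dose screen, raw or plate-pattern-corrected value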;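 further: 0% = DMSO wells with peroxide and 100% = DMSO wells without peroxide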
Granule exo inh – LAMP-1 surface exposure blockers, TALL-104 cells – cell-based, flow cytometry, MLPCN library, primary screen | TALL-104 LAMP-1 surface exposure; cells stimulated with thapsigargin and PMA | inhibition, % at 10 µM | actives 0.66% (n = 360,000) | AID 651702, 2012;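 active means inhibition above about 55%, limit read from the data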
ABCB6 inh 2 – ABCB6 transporter inhibitors, primary screen, K562-ABCB6 cells, flow cytometry, MLPCN library. ATP-binding cassette sub-family B member 6 (Homo sapiens), Q9NP58. K562-ABCB6 porphyrin accumulation, 1 h; hits give low values. fluorescence ratio to DMSO, % at 10 µM. actives 0.19% (n = 360,000). AID 602162, 2011;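 active means fluorescence ratio to DMSO below 75%, the collection mean minus 3 SD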;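 further: signal is porphyrin accumulated inside mitochondria; 100% equals median channel fluorescence of DMSO control wells; lower ratio means ABCB6 inhibition with less porphyrin fluorescence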
aDG glyco up – activators of alpha-DG glycosylation, primary screen, uHTS, Pro5-aDG cells, AlphaScreen; alpha-DG glycosylation AlphaScreen (IIH6); 0% Pro5, 100% B10-LARGE cell signal; activation, % at 10 µM; actives 0.22% (n = 360,000); AID 624168, 2012;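 active means activation of at least 8% versus controls, or a plate z-score of at least 8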;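 further: Pro5 are CHO cells carrying HIG-tagged alpha-DG that lacks glycosylation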
iPSC survival up – enhancers of single-cell hiPSC survival, primary screen, ATPlite luminescence | AID 602274, 2012 | survival enhancement, % at 20 µM | actives 0.044% (n = 360,000) | 100% = ROCK inhibitor wells, 0% = DMSO; in the data active means survival enhancement above about 18%;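 further: cells exposed to compounds for 16 hours before the ATP read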
m5-HT2A agonist – mouse Htr2a agonists via beta-arrestin recruitment, primary screen, cell-based, luminescence; activation, % at 7.6 µM; actives 0.66% (n = 360,000); CHO-K1 mHTR2A beta-arrestin complementation; percent of 30 µM serotonin response;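 active means activation above a run cutoff, the mean activation of all tested compounds plus 3 SD, cut at about 14% in these data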;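 further: 0% = plate median of compound wells and 100% = 30 µM serotonin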
Target sequence (P35363 whole entry, looked up): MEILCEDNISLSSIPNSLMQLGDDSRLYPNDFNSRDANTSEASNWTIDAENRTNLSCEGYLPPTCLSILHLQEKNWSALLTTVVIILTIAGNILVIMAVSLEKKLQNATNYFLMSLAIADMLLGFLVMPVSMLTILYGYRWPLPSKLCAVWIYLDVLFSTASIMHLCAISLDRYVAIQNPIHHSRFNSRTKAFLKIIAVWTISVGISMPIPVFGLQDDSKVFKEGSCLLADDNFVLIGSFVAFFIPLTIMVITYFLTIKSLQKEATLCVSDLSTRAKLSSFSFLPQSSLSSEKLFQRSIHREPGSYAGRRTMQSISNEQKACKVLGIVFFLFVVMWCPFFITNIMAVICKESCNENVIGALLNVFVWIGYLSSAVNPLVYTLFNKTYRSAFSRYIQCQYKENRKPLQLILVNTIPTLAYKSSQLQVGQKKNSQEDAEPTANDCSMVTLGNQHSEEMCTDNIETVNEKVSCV
MC4R antag cAMP – MC4R antagonists of cAMP signaling, primary screen, cell-based, TR-FRET, antagonist arm of biased-ligand search | MC4R-expressing cells, MTII-stimulated cAMP, LANCE TR-FRET | AID 540295, 2011 | actives 0.48% (n = 360,000) | inhibition, % at 6.5 µM | Melanocortin receptor 4 (Homo sapiens), P32245;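 active means inhibition above its plate's cutoff, the mean of tested wells on that plate plus 3 SD, cut at about 29% in these data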;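 further: 0% = Melanotan II alone and 100% = Melanotan II plus saturating MCL0020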
Target sequence (P32245 whole entry, looked up): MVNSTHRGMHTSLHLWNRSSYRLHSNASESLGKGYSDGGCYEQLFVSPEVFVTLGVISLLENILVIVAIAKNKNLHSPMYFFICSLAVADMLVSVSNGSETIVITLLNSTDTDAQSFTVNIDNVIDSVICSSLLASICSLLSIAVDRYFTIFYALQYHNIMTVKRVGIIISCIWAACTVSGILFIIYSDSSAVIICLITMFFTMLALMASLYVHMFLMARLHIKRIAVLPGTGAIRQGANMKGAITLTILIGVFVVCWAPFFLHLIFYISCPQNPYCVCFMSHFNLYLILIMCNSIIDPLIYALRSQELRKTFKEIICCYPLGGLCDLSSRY
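Material: U2OS-MC4R stable cell line | Reagent: Melanotan II challenge after compound preincubation | Doses: One concentration, 6.5 µM nominal | Incubation: 30-min compound preincubation, 1-h Melanotan II challenge, 1-h detection, room temperature | Signal: TR-FRET cAMP assay | Replicates: One well per compound, no replicates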
MC4R barr agon – MC4R agonists recruiting beta-arrestin, primary screen, cell-based, luminescence, agonist arm of biased-ligand search. Melanocortin receptor 4 (Homo sapiens), P32245. U2OS MC4R beta-arrestin complementation; percent of melanotan II response, DMSO zero. AID 540308, 2011. actives 0.98% (n = 360,000). activation, % at 8.9 µM;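 active means activation above a per-plate cutoff, the mean activation of sample wells on that plate plus 3 SD, cut at about 8% in these data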
Active calls of the source: *; nt = no result given.

SMILES	MC4R antag cAMP	ABCB6 inh 2	iPSC survival up	m5-HT2A agonist	MC4R barr agon	H9c2 protect	Granule exo inh	aDG glyco up	Glyco luc inh	ABHD5 PLIN5 PPI
Cc1cc(C)n(C2CC(=O)N(c3ccc(Cl)c(Cl)c3)C2=O)n1 (stereo unspecified)	1	92	-0.3	3	-0.7	7	3	0.2	2	-3
CC1(C)NC(=O)N(CC(=O)Nc2nc(-c3ccc(F)cc3)cs2)C1=O	9	95	3.9	3	-1.1	15	-3	0.0	4	1
COc1ccc(-n2ccc3ccccc32)cc1	-6	78	1.8	-2	0.1	-14	3	0.0	-1	-10
CC(=O)NC(Cc1c[nH]c2ccccc12)C(=O)N1CCc2ccccc2C1 (stereo unspecified)	-1	69*	-1.0	-4	-2.7	-4	4	-0.1	1	2
CC(C)Oc1ccc(C2CCC(=O)NC2=O)cc1 (stereo unspecified)	-2	88	5.4	4	0.1	-2	-4	0.0	0	0
O=C(CN1CCN(c2ccccc2O)CC1)Nc1ccc2c(c1)CCC2	0	95	-1.4	0	3.1	3	-1	-0.2	0	0
CCOc1ccc(NC(=O)CN(C)C(=O)c2ccc(C)o2)cc1OCC	3	101	-0.2	-1	-1.0	-1	-3	0.1	1	4
Cc1nc(SCC(=O)N(C)C2CCS(=O)(=O)C2)c2ccccc2n1 (stereo unspecified)	2	99	-0.4	7	3.8	13	0	1.0	-5	-1
Cc1cc(C)cc(C(=O)NC(CC(N)=O)c2ccc(NC3CCCCCCC3)c([N+](=O)[O-])c2)c1 (stereo unspecified)	9	98	-2.3	-4	0.1	-1	1	-0.1	-2	-12
COc1ccccc1OCCCn1cc(C#N)c2ccccc21	-4	94	-1.8	0	-0.3	12	-1	0.0	-3	-2
CCOC(=O)c1sc(NC(=O)C2CC(=O)N(c3ccccc3C)C2)nc1C (stereo unspecified)	6	96	-0.4	9	-0.4	-3	3	0.1	2	1
COc1ccc(NS(=O)(=O)c2cc(NC(=O)c3ccc(=O)[nH]c3)ccc2N2CCOCC2)cc1	3	101	-0.3	2	-1.4	4	-2	0.1	1	4
CC(=O)c1c(C)[nH]c(C(=O)NC(C)c2ccccc2)c1C (stereo unspecified)	2	91	0.4	-3	-0.6	11	-6	0.1	2	0
CN(C)S(=O)(=O)c1cccc(C(=O)NCC2CCCO2)c1 (stereo unspecified)	-3	112	-0.3	2	-0.7	2	1	-0.2	-1	1
Cn1ncc([N+](=O)[O-])c1C(=O)Nc1ccccc1C#N	5	81	-1.0	16*	-0.2	14	8	-0.1	0	3
NS(=O)(=O)c1cccc(NC(=O)COC(=O)CC2Sc3ccccc3NC2=O)c1 (stereo unspecified)	8	101	-0.9	-7	-1.7	-2	3	-0.2	0	-4
CN(C)c1ccc(C2N(C(=O)N3CCOCC3)CCN2S(=O)(=O)c2ccccc2)cc1 (stereo unspecified)	7	98	4.4	-1	-1.9	2	-1	-0.2	1	-3
CC(=O)c1sc(Nc2ccc(Oc3ccccc3)cc2)nc1C	nt	91	0.2	-4	nt	-9	3	0.0	-13	-9
CC(C)(C)C(=O)c1no[n+]([O-])c1/C(=N/O)C(C)(C)C	8	100	-5.2	-1	1.0	-9	-5	-0.1	-2	-1
Cc1cc(C)cc(NC(=O)CSc2nnc(-c3ccc(S(=O)(=O)N4CCCC4)cc3)o2)c1	2	101	0.0	-1	-3.0	6	-13	-0.1	-3	-5
COc1ccc2cc3c(N)nn(C(=O)C4CCC(C(C)(C)C)CC4)c3nc2c1 (stereo unspecified)	0	99	-0.8	1	-1.1	-20	-2	1.2	-17	2
CC(C)C[C@H]1CN([C@@H](Cc2ccccc2)CN2CCC[C@H]2CN2C(=O)C(=O)NC[C@@H]2Cc2ccc(O)cc2)C(=O)C(=O)N1CCc1ccccc1	nt	93	-0.6	1	nt	nt	-5	1.9	nt	3
COc1ccc([C@H]2CC(=O)C=C(c3ccc4c(c3)sc3ccccc34)C2)cc1	3	88	4.0	2	-1.8	-8	-4	-0.1	0	-3
CN1CCN(CCCCOc2ccccc2C=O)CC1	-2	98	-1.6	-2	-1.2	10	-2	0.8	-5	5
CCOc1ccc(C(O)Cc2nc3ccccc3n2C)cc1 (stereo unspecified)	2	103	-0.8	3	1.0	2	3	0.1	1	0
CCCCC(=O)N(Cc1ccc(F)cc1)C1CCS(=O)(=O)C1 (stereo unspecified)	4	96	0.1	6	0.4	1	2	0.0	0	5
O=C(Cc1csc2ccccc12)NCC1CC1	nt	95	0.5	1	nt	0	13	-0.3	1	-7
Cc1cc(C)nc(SCC(=O)N2CCCCC2)n1	-1	99	0.4	3	-0.3	0	-1	0.0	-2	-2
O=C(Cc1ccsc1)NCC(=O)Nc1ccc(F)c(F)c1	0	99	-0.1	-1	-3.1	-1	53	0.0	2	-1
O=C(CCCn1c(=S)[nH]c2ccsc2c1=O)Nc1ccc2c(c1)OCO2	13	98	0.5	-5	-2.6	5	0	-0.1	3	3
COc1ccc(C(=O)NC(=O)COC(=O)CCS(=O)(=O)c2ccc(C)cc2)cc1	8	91	-0.1	9	1.2	5	5	-0.2	1	-7
Cc1ccc(/C=N/n2c(C3CCCCC3)n[nH]c2=S)cc1	-2	103	0.6	4	2.4	-6	-12	0.0	0	-5
COc1ccc(-c2cc(C(F)(F)F)nc(SCC(=O)Nc3cc(C)on3)n2)cc1	0	108	0.9	8	-0.6	-10	-9	0.3	10	5
COC(=O)c1ccc(OCC(O)CN2CCOCC2)cc1 (stereo unspecified)	7	95	-0.3	1	2.1	4	-2	0.3	2	0
Cc1noc(C)c1COC(=O)c1csc2c1CCCC2	0	98	0.3	3	0.2	-17	1	0.2	0	6
CC1(C(=O)NC2CCCCCC2)CCN1C(=O)C1(c2ccccc2)CC1 (stereo unspecified)	-1	97	7.6	7	0.0	8	2	-0.3	-2	-5
O=C(CCc1c[nH]c2ccccc12)OCc1cccc(C(F)(F)F)c1	5	98	-0.2	9	-2.8	-9	1	-0.1	2	-5
Cc1c(OCC(=O)NCC2CCC(C(=O)NCCCO)CC2)ccc2c(-c3ccccc3)cc(=O)oc12 (stereo unspecified)	-2	99	-0.4	-9	-1.9	4	-5	-0.2	1	-7
CO/N=C\Cc1oc(=O)c(NC(=O)c2ccccc2)cc1C(=O)OC	0	99	0.2	0	0.5	34	9	0.0	-3	3
Cc1nn(-c2ccc(F)cc2)c(Cl)c1C(=O)NCC1CCCO1 (stereo unspecified)	1	99	5.0	-2	-0.2	-1	-6	-0.1	2	-2
C#CC(=O)N(c1cc(OC)ccc1OC)C(C(=O)NC1CCCC1)c1cccs1 (stereo unspecified)	33*	64*	-4.3	-1	16*	-24	21	-0.5	-22	32*
Cc1cc(OCC(=O)NCCN2CCOCC2)cc(C)c1Cl	3	91	0.1	-10	-1.1	2	-1	0.1	3	1
Cc1cc(C)c(S(C)(=O)=O)c(N(C)NC(=O)c2c(F)cccc2F)n1	17	105	-0.9	0	-1.9	11	0	-0.2	3	0
Clc1ccccc1-c1nnc2sc(-c3ccccn3)nn12	12	96	8.3	2	-0.2	6	-4	-0.1	-3	3
Cc1ccc(C)c(OCc2nc(-c3cccnc3)no2)c1	3	98	-1.6	-4	0.2	10	-5	0.2	0	3
O=C(C[C@H]1C(=O)N(Cc2ccccc2)C[C@@H]1c1ccc(Br)cc1)Nc1ccc(Br)cc1	10	107	2.0	7	2.5	-23	3	0.1	-2	-15
CC1(C)CC(CC(=O)O)(c2ccccc2)CCO1 (stereo unspecified)	6	102	1.0	1	-1.1	5	6	-0.1	0	1
Cc1ccc(S(=O)(=O)/N=C(/NC(=S)Nc2ccccc2)c2ccccc2)cc1	6	96	-1.9	-1	-0.1	-15	5	0.0	-6	-2
O=C1[C@H]2CC3C=CC2(O3)[C@@H]2OCCCN12 (stereo partly specified)	1	99	3.6	2	-1.3	3	-1	-0.1	1	-3
Cc1ccc(NC(=O)CN(C)C(=O)CCOc2cccc(C)c2)cc1	0	101	2.2	-2	-1.8	-4	0	0.0	-1	-8
CCCC(C)n1[nH]c(=O)c2c(C)cc(C)nc21 (stereo unspecified)	-2	97	-1.1	-4	-0.4	2	1	-0.1	-1	5
O=C(CCCn1c(=S)[nH]c2ccccc2c1=O)N1CCCCC1	2	98	-1.7	0	-1.3	11	-4	-0.2	1	4
COc1ccc(CN2CCNC(=O)C2CC(=O)NC2CCCC2)cc1OC (stereo unspecified)	17	98	-0.2	-5	1.5	2	0	0.2	3	-4
Cc1ccc2c(C)c(C(=O)N3CCN(c4ccncc4)CC3)oc2c1C	7	95	-0.4	-2	-0.8	-6	5	0.9	-5	7
O=C(O)CN1C(=O)Nc2ccc(Br)cc2C1c1ccccc1 (stereo unspecified)	5	93	1.4	3	0.1	8	-2	-0.1	3	-5
COCC(=O)N[C@@H]1c2ccccc2CC[C@@H]1OCc1ccccc1	10	104	2.1	-3	-0.9	4	-1	-0.1	0	6
CCn1nnnc1SCC(=O)N1CCc2ccccc21	5	89	0.9	-1	1.7	0	1	-0.1	0	9
Nc1nc(SCC(=O)NCCO)nc2sc3c(c12)CCCC3	-13	104	-0.9	1	-2.9	5	11	-0.1	4	-1
Cc1ccc(S(=O)(=O)N2CCN(C(=O)c3cc(C4CC4)nc4c3cnn4C(C)C)CC2)cc1	0	105	1.5	-1	-0.5	-2	-2	-0.3	-3	-6
O=C(/C=C/c1cccc(F)c1)NCCCn1ccnc1	-2	91	-0.3	-10	0.2	-5	-9	0.0	-1	3

Structures listed so far that bear a hit mark in MC4R antag cAMP:
Structure,MC4R antag cAMP,ABCB6 inh 2,m5-HT2A agonist,MC4R barr agon,Granule exo inh,aDG glyco up,Glyco luc inh,ABHD5 PLIN5 PPI
C#CC(=O)N(c1cc(OC)ccc1OC)C(C(=O)NC1CCCC1)c1cccs1 (stereo unspecified),33*,64*,-1,16*,21,-0.5,-22,32*
